From PubChem
WT yeast gro inh: growth inhibition of WT yeast, mitochondrial fusion screen. actives 2.1% (n = 190,000). mitochondrial fusion phenotypic screen, WT strain. inhibition, % at 10 µM. AID 1362; in the data active = inhibition above about 58%; tested in S. cerevisiae
Dengue-2 NS5 capping: Dengue-2 NS5 methyltransferase inhibitors, primary screen, biochemical, confirmation dose response (AID 588689) | Dengue-2 NS5 methyltransferase capping enzyme assay, biochemical; higher % means a stronger effect | one-dose inhibition, % at 25 µM; IC50 in µM for titrated hits | actives 0.3% (n = 340,000); in the data active = a potency from the dose series; inconclusive = inhibition above about 29% without an active follow-up result
NTR1 ag: NTR1-driven beta-arrestin-GFP spot formation – imaging, U2OS cells, high content, primary screen (AID 493036) | actives 0.17% (n = 330,000) | P30989 | activation, % at 20 µM | agonist mode;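 active = activation at or above 40% of the spot to cytoplasm intensity ratio, with at least 20 cells analyzed; inconclusive = wells under 20 cells, flagged as cytotoxic or low count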;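 note: 0% = DMSO without peptide and 100% = 100 nM NTR1 peptide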
Target sequence (P30989 whole entry, looked up): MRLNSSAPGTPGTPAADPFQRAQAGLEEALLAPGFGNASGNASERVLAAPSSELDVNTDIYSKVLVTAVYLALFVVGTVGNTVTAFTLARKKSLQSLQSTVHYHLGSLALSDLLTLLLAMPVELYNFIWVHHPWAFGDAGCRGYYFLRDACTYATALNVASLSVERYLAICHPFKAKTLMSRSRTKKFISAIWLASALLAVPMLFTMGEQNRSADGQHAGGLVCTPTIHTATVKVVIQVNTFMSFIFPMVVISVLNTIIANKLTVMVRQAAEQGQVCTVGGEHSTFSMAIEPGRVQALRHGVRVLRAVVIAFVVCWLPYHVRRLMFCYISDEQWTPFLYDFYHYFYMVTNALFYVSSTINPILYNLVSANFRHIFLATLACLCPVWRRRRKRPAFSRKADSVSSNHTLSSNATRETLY
LYP phosphatase: inhibitors of LYP phosphatase, biochemical, fluorescence intensity, uHTS (AID 1779). recombinant LYP phosphatase, fluorescence intensity; higher % means a stronger effect. inhibition, % at 11.5 µM, or IC50 in µM where a hit was titrated. actives 0.054% (n = 290,000); in the data active = inhibition above about 50%;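 note: plate controls were vehicle with enzyme for no effect and no enzyme for full effect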
UTI89 phage lysis: inhibition of K1F phage lysis, E. coli UTI89, bacterial capsule biogenesis inhibitors, alamar blue (AID 488966); E. coli UTI89 K1F phage lysis, alamar blue, 2 h; higher % means a stronger effect; inhibition, % at 100 µM, or IC50 in µM where a hit was titrated; actives 0.02% (n = 340,000);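 active = phage lysis inhibition, versus mean bacterial control, above a set limit; inconclusive = no clear call, values can overlap the other calls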;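 note: capsule biogenesis inhibitors block K1F phage lysis so surviving cells raise fluorescence; higher fluorescence means more inhibition of phage lysis; actives were called in the ten point dose series up to 300 µM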
GPR35 arrestin U2OS: inhibition of zaprinast-stimulated GPR35 beta-arrestin translocation – imaging, U2OS, beta-arrestin-GFP, zaprinast agonist, primary screen (AID 2058); U2OS GPR35 beta-arrestin-GFP translocation imaging, zaprinast antagonism; higher % means a stronger effect; inhibition, % at 10 µM; hits with a dose series show IC50 in µM; actives 0.052% (n = 290,000);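 active = inhibition of at least 50% with at least 30 cells and total cytoplasm GFP at most 10,000,000; inconclusive = under 30 cells or total GFP of 10,000,000 plus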
AID2073: disruptors of CaV2.2 binding to Mint1 – biochemical, HTRF (AID 2073). HTRF protein-protein interaction, Mint1-CaV2.2; higher % means a stronger effect. inhibition, % at 20 µM, or IC50 in µM where a hit was titrated. actives 0.19% (n = 290,000); in the data active = inhibition mostly above about 51%, no sharp cut-off; inconclusive = no clear call, values can overlap the other calls; inactive = mostly below about 53%; note: some results filed as inactive read as strong as hits
Autophagy HCS: modulators of autophagy; MEF GFP-LC3 puncta imaging; test concentration mostly 10 µM; actives 0.98% (n = 190,000); calls only at 10 µM (by protocol);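 active = percentage of spot-positive cells more than 3 SD above its plate mean, without a fluorescence outlier flag or 80% toxicity; inconclusive = no clear call, values can overlap the other calls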;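 note: spot-positive cell cutoff set from DMSO-treated cells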
RSV antiviral HEp-2: inhibition of RSV-induced cytopathic effect – HEp-2 cells, primary 10 µM value included (AID 2391). CPE inhibition, % at 10 µM; hits with a dose series show IC50 in µM. HEp-2 cells, RSV-induced CPE inhibition; higher % means a stronger effect. actives 0.13% (n = 310,000); in the data active = a potency from the dose series; inconclusive = CPE inhibition mostly from about 23% at the one dose, without a potency; inactive = the rest, 99 in 100 with CPE inhibition below about 21%; note: strong numbers were not always called active
WT yeast gro inh mutant strain: recorded beside WT yeast gro inh, whose call it bears; inhibition, %; mitochondrial fusion phenotypic screen, mutant strain inhibition
Autophagy HCS cell loss 18 h: also measured in Autophagy HCS; calls as there; toxicity, %; measured here: cell loss, nuclei count;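 cell loss after 18 h compound exposure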
NTR1 ag cell count 20 µM: also measured in NTR1 ag; calls as there; cell count; measured here: cell count, cytotoxicity flag
Dengue-2 NS5 capping pilot replicate: further read-out of Dengue-2 NS5 capping, marked with its call; inhibition, %; measured here: pilot screen replicate inhibition
Starred values were filed as active, the others as inactive; i = inactive; ? = inconclusive; . = no result given; + = active, no number; [ ] = dose if it differs, or a comment.

SMILES	WT yeast gro inh	WT yeast gro inh mutant strain	Dengue-2 NS5 capping	NTR1 ag	NTR1 ag cell count 20 µM	LYP phosphatase	UTI89 phage lysis	GPR35 arrestin U2OS	AID2073	Autophagy HCS	Autophagy HCS cell loss 18 h	RSV antiviral HEp-2	others
COc1ccccc1NS(=O)(=O)c1cccc(NC(=O)c2ccc3ccccc3n2)c1	30	23	1%	1.6	44	0%	0.1%[50 µM]	-11%	12%	i	5	7.1%
CC(=O)Nc1ccc(NC(=O)CN2C(=O)COc3ccc(S(=O)(=O)N4CCCCC4)cc32)cc1	.	.	-12%	-0.1	63	-10%	0.2%	-11%	13%	.	.	.
COc1cc(NC(=O)C2CCCN(S(=O)(=O)c3ccc4[nH]c(=O)ccc4c3)C2)cc(OC)c1 (stereo not given)	.	.	-7%	0.1	60	5%	0.7%	-5%	3%	.	.	1.2%
CCCN(C(=O)c1cccc(S(=O)(=O)N2CCN(C)CC2)c1)c1c(N)n(Cc2ccccc2)c(=O)[nH]c1=O	.	.	-1%	0.3	50	.	-1.3%	.	.	.	.	-1.6%
Cc1cc(OCC(=O)Nc2ccc(N3CCCC3)cc2)cc(C)c1Cl	-5	-4	-7%	1.4	40	-7%	0.0%	2%	-5%	i	9	0.8%
Cn1cc(CN2C[C@]3(C)C[C@H]2CC(C)(C)C3)c(-c2ccc3c(c2)OCCO3)n1	2	5	.	-0.5	56	-5%	0.3%	16%	3%	i	28	-1.5%
O=C(N/N=C1\CCCc2c1[nH]c1ccc(Cl)cc21)c1ccncc1	.	.	-9%	3.7	62	.	0.2%	.	.	.	.	-3.7%
CCOC(=O)N1CCN(C(=O)CN(c2ccc(OCC)cc2)S(C)(=O)=O)CC1	.	.	2%	1.7	80	-1%	-0.1%	3%	0%	i	-7	2.1%	Dengue-2 NS5 capping pilot replicate=-1.5
COc1ccc(/C=C(/NC(=O)c2cccc([N+](=O)[O-])c2)C(=O)O)cc1OC	0	6	-9%	0.5	39	-7%	-0.1%	8%	-9%	i	7	1.6%
Cc1ccccc1NC(=O)CCc1c(C)nn(-c2ccc(N3CCCCC3)nn2)c1C	.	.	6%	-0.3	47	-5%	0.8%	-21%	14%	.	.	1.9%
Cc1ccc(C(=O)N2CCN(C34CC5CC(CC(C5)C3)C4)CC2)o1	.	.	1%	-0.2	75	-9%	0.9%[50 µM]	5%	0%	.	.	-0.3%
O=C(Nc1ccncc1)C1CCC(CNS(=O)(=O)c2cccc3nsnc23)CC1 (stereo not given)	.	.	-2%	-0.7	50	-1%	0.0%	-10%	0%	.	.	11%
CC1CCCCN1C(=O)Nc1cccc(Cl)c1 (stereo not given)	-3	-14	-5%	-1.1	59	-7%	0.2%	20%	4%	i	-1	0.6%
Cc1cccc(CN2C(=O)CCSc3ccc(Cl)cc32)c1	-5	1	-3%	1.2	54	-3%	0.6%	2%	-3%	i	11	4.9%
CCc1ccc(C(=O)CSc2nc3cc(S(=O)(=O)N4CCOCC4)ccc3n2CC)cc1	-2	-1	-2%	0.8	35	0%	4.0%	0%	6%	i	1	4.0%
Cc1ccc2oc(=O)n(CCCOc3ccccc3)c2c1	19	10	2%	-2.2	96	-2%	-0.9%	16%	-2%	i	9	10.0%
COc1ccc(CNC(=O)CCCNC(=O)c2ccc(Cl)cc2)cc1OC	.	.	1%	-0.2	91	1%	0.4%	2%	5%	.	.	0.6%
Cc1cc(NC(=O)c2cc(C3CC3)on2)n(-c2ccccc2)n1	17	3	-1%	0.3	65	-4%	-0.1%	-2%	-2%	.	.	3.0%
C=CCc1ccccc1OCCCCN1CCCC1	-17	-2	-4%	-0.9	54	2%	-0.5%	10%	2%	i	15	-3.7%
COc1ccc(C(=O)CNc2cccc(F)c2)cc1	.	.	-2%	-0.4	86	1%	0.0%	1%	14%	.	.	-0.4%

Brought forward from above: 3 entries, followed by the next part.
SMILES	WT yeast gro inh	WT yeast gro inh mutant strain	Dengue-2 NS5 capping	NTR1 ag	NTR1 ag cell count 20 µM	LYP phosphatase	UTI89 phage lysis	GPR35 arrestin U2OS	AID2073	Autophagy HCS	Autophagy HCS cell loss 18 h	RSV antiviral HEp-2	others
Cc1cc(NC(=O)c2cc(C3CC3)on2)n(-c2ccccc2)n1	17	3	-1%	0.3	65	-4%	-0.1%	-2%	-2%	.	.	3.0%
C=CCc1ccccc1OCCCCN1CCCC1	-17	-2	-4%	-0.9	54	2%	-0.5%	10%	2%	i	15	-3.7%
COc1ccc(C(=O)CNc2cccc(F)c2)cc1	.	.	-2%	-0.4	86	1%	0.0%	1%	14%	.	.	-0.4%
CCOC(=O)C1=C(C)OC(N)=C(C#N)C1c1cccc(C)c1 (stereo not given)	2	-9	-7%	0.0	32	-9%	0.9%	-7%	-7%	i	0	2.4%
COc1ccc(-c2cc(-c3ccc(OC)cc3)c(C#N)c(SC)n2)cc1	12	-11	-2%	-0.2	66	1%	-1.6%	-15%	21%	i	6	2.4%
CCc1nnc(NC(=O)CSc2nnc(C)n2CC2CCCO2)s1 (stereo not given)	8	3	-7%	0.4	84	-10%	-0.1%	-1%	2%	i	18	2.1%
Cc1cccc(/C(N)=N/OC(=O)c2ccc(Br)o2)c1	40	25	-2%	2.4	36	-5%	-0.8%	5%	-3%	i	-3	0.9%
CCOc1ccc(NC(=O)c2cccc3c2C(=O)N(CC2CCCO2)C3)cc1 (stereo not given)	.	.	0%	15	67	-7%	5.5%	6%	9%	.	.	1.7%
O=C(CN1CCN(c2ccc(Cl)cc2)CC1)Nc1ccc(F)cc1	13	21	-21%	0.9	78	-5%	0.0%	-5%	-6%	i	-3	12%
CCc1cc(=O)oc2cc(C)cc(OC(C)C(=O)NCc3ccccn3)c12 (stereo not given)	.	.	-4%	1.3	69	-16%	0.0%	-11%	13%	.	.	1.0%
O=C(Nc1ccncc1)C1CCN(S(=O)(=O)c2cccc(C(F)(F)F)c2)CC1	.	.	-4%	3.4	47	.	0.9%[50 µM]	.	.	.	.	-0.3%
COC(C(=O)Nc1ccc(NC(=O)C(OC)c2ccccc2)cc1)c1ccccc1 (stereo not given)	.	.	3%	-1.0	76	-3%	-1.9%	-3%	3%	.	.	3.0%
CCN1C(=O)/C(=C\c2nc3ccccc3c(=O)n2CC)c2ccccc21	25	18	2%	2.0	65	1%	0.2%	12%	6%	+	4.3*	0.6%
Cc1nc2ccc(NC(=O)c3ccco3)cc2nc1C	-1	-9	-13%	1.1	39	-9%	0.3%	-16%	15%	i	7	8.3%
O=C(c1ccc2c(c1)OCCO2)N1CCN(c2ccc([N+](=O)[O-])cc2)CC1	2	-6	.	0.9	97	-1%	.	10%	-4%	i	-3	-2.0%
CC(C)(C#N)C(C)(C)c1nn[nH]n1	-3	9	-6%	1.0	57	-5%	-1.4%	6%	0%	i	-20	0.3%
Clc1ccc(-c2cn3c(n2)-c2ccccc2C3)cc1Cl	15	13	-9%	4.2	77	1%	0.0%	10%	8%	i	8	11%
O=C(CN(Cc1ccccc1Cl)C(=O)c1csnn1)NCCc1ccccc1	.	.	-1%	-1.1	50	-13%	0.4%	-3%	9%	.	.	0.8%
CN(Cc1ccccc1)S(=O)(=O)c1ccc(N2CCCC2=O)cc1	.	.	-1%	3.0	41	.	0.6%[50 µM]	.	.	.	.	1.4%
O=S(=O)(NCC1OCCc2ccccc21)c1ccc(S(=O)(=O)N2CCOCC2)cc1 (stereo not given)	2	5	-7%	-0.1	45	1%	0.0%	0%	6%	i	-1	0.1%
Cc1cc(OCCCC(=O)Nc2cccc(-n3cnnn3)c2)ccc1Cl	.	.	-6%	3.6	63	-7%	-0.1%	0%	9%	.	.	4.3%
COc1ccc(C(=O)CCC(=O)NCCc2c[nH]c3ccccc23)cc1	.	.	-6%	2.4	53	-5%	1.1%[50 µM]	-3%	6%	.	.	1.1%
c1ccc(OCCCc2nc(-c3ccccn3)no2)cc1	-14	-11	-2%	4.1	34	-7%	1.2%	16%	0%	i	-3	1.3%
Cc1cc(C)c(C#N)c(OCC(=O)c2ccc(Br)cc2)n1	19	1	-1%	6.5	76	3%	1.6%	-9%	11%	i	-2	-1.1%
CC(OC(=O)Cc1coc2cc3c(cc12)CCC3)C(=O)NC(N)=O (stereo not given)	0	10	-17%	-1.0	41	-4%	-0.7%	2%	-6%	i	-8	-0.4%
O=C(CSc1ncccn1)N1CCN(C(c2ccccc2)c2ccccc2)CC1	20	23	-4%	-2.8	97	-6%	-0.3%	0%	-6%	i	1	0.8%	Dengue-2 NS5 capping pilot replicate=-3.0
Cc1ccc2nc(SC(C(=O)Nc3ccc(F)cc3)c3ccccc3)[nH]c2c1 (stereo not given)	60*	2.0*	-3%	10	55	0%	-0.1%	5%	6%	i	2	4.4%
COC(=O)CCC(=O)N1CCCC(CO)(Cc2ccccc2)C1 (stereo not given)	5	-9	-10%	-0.7	80	-4%	0.3%	0%	-3%	i	10	0.7%
CCN(CCCNC(=O)CCNC(=O)Cn1cnc2ccccc2c1=O)c1ccccc1	-11	-1	-7%	-1.9	65	-4%	1.0%	-14%	-3%	i	5	0.5%
COc1cc(-c2nnc(SCC3(c4ccc(Br)cc4)OCCO3)o2)cc(OC)c1OC	8	12	-9%	1.6	43	2%	0.5%	-2%	?	i	10	-0.6%
O=C(Cc1ccc(F)cc1)NC(Cc1c[nH]c2ccccc12)C(=O)O (stereo not given)	.	.	-7%	1.1	56	-15%	0.5%	0%	-2%	.	.	0.7%
O=C(Nc1nnc(CCN2CCOCC2)s1)c1ccccc1	-51	-28	8%	1.1	47	-3%	-0.3%	-18%	7%	i	0	1.0%	Dengue-2 NS5 capping pilot replicate=2.7
NC(=O)CC(NC(=O)Cc1cccc2ccccc12)c1ccc(NCCc2cccc(F)c2)c([N+](=O)[O-])c1 (stereo not given)	.	.	7%	18	91	-5%	7.5%	6%	-4%	.	.	1.4%
COc1ccccc1C(=O)NC(CCSC)C(=O)NCC(c1cccs1)N1CCOCC1 (stereo not given)	.	.	1%	1.8	68	.	0.1%[50 µM]	.	.	.	.	1.8%
Cc1ccccc1C(=O)N1CCC(C(=O)NC2CCCCCC2)CC1	.	.	2%	1.5	52	-6%	0.2%	9%	-2%	.	.	0.1%
CC(C)(C)C(=O)Nc1ccc(-c2csnn2)cc1	.	.	10%	0.7	49	1%	0.0%	0%	0%	.	.	6.3%
COc1ccc(CN2[C@@H](CC(C)=O)c3ccc(/C=C/C(C)=O)cc3S2(=O)=O)cc1	.	.	-36%	4.7	97	.	0.1%	.	.	.	.	-4.3%
Cn1c(SCc2cccc([N+](=O)[O-])c2)nc2c(c1=O)SCC2	4	12	-1%	8.7	54	8%	0.0%	12%	-2%	i	1	5.2%
